# ALDH1A1 inh = inhibitors of human aldehyde dehydrogenase 1A1; Purified ALDH1A1, NADH fluorescence, propionaldehyde substrate; Potency, µM (top dose mostly 75.3 µM), inactives show at the top dose activity, negative = inhibition, most hits filed as inhibitors; 220,000 tested, 7.3% active; AID 1030; active = well fitted inhibition curve with a large enough effect, not every such curve was filed as active; inconclusive = small, poorly fitted or top-dose-only effect, or another doubt; inactive = no such curve, though single readings can be large or run the other way;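 also: plate controls were no enzyme wells and a reference inhibitor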
# Target sequence (P00352 whole entry, looked up): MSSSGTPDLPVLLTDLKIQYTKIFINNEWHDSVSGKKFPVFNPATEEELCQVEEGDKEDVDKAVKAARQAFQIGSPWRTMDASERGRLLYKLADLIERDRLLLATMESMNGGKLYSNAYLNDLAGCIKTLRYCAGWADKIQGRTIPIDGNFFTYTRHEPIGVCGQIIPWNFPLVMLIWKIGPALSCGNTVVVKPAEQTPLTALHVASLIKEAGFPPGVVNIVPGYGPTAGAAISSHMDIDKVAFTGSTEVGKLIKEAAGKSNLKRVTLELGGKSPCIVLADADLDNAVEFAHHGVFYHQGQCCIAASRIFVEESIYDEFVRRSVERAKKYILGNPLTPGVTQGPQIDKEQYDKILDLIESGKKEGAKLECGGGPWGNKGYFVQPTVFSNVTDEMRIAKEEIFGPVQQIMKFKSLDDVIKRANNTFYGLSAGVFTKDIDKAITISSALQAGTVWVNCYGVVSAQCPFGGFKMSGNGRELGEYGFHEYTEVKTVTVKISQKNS
# Epigenetic derep = derepresses silenced GFP reporter in murine cells. Potency, µM (doses to about 53.9 µM), for inactives: at the top dose GFP activation, usual class: activators. 280,000 tested, 0.2% active. murine LDR cells, GFP reporter derepression, 30 h; also: % of control where 0% means no effect; nearly all actives have a fitted effect of over 60% in size
#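 Readout is the number of GFP-expressing murine LDR cells, counted by cytometry following washing. Cells were treated with compound for 30 h at 37 C; the stably integrated CMV-GFP locus is normally silent.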
# GAA spleen mod = lysosomal alpha-glucosidase (human) modulation | P10253 | human spleen homogenate, 4-MU-alpha-glucoside fluorescence | Potency, µM (doses to about 79.9 µM), inactives show top-dose activity change, negative = inhibition, hits mostly inhibitors | 240,000 tested, 0.006% active;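 also: 0% = enzyme with vehicle and -100% = no enzyme basal signal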
#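 Enzyme source: human spleen homogenate, 1 ug/well. Buffer 50 mM citric acid/K phosphate pH 5.0, 0.01% Tween-20. 4-MU-alpha-glucoside 1 mM; 37 C x 40 min; NaOH/glycine stop; fluorescence.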
# Tau fluor counter = counter-screen for tau fibril formation inhibitors | tau K18 P301L Alexa594 fluorescence, heparin fibrillization | Potency, µM (doses to about 57.7 µM), for inactives: at the top dose activity change, negative = decrease | 280,000 tested, 0.93% active | AID 1463; also: % is scaled to controls: 0 for no effect and ±100 for the full control effect; nearly all actives have a fitted effect of over 55% in size
#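 Human tau K18 P301L (15 uM unlabeled, 0.24 uM Alexa 594-labeled) in 100 mM sodium acetate pH 7 with 20 uM heparin, 6 hr at 37 C. ThT 30 uM added, 1 hr ambient; Alexa 594 FP and total fluorescence read at 555/632 nm.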
# GLA spleen mod = inhibitors or activators of human alpha-galactosidase in spleen homogenate. P06280. human spleen homogenate, 4MU-alpha-Gal fluorescence, 40 min. Potency, µM (doses to about 80 µM), for inactives: at the highest dose activity change, negative = inhibition, actives largely listed as inhibitors. 240,000 tested, 0.008% active. AID 2107;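 also: 0% = enzyme with vehicle and -100% = no enzyme basal signal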
# Target sequence (P06280 32-429 limits assumed): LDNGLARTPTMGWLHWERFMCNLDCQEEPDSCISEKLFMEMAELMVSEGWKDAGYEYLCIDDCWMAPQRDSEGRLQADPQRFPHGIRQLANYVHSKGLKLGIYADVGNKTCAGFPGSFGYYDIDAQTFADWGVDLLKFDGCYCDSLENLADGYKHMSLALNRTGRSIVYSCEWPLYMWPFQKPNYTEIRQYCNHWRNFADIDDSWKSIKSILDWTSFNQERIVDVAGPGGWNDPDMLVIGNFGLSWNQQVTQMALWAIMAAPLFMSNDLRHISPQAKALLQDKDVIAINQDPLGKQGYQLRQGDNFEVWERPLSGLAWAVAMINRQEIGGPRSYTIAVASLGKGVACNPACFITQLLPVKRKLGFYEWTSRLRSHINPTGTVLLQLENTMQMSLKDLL
#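 Human spleen homogenate (1 ug) as enzyme source, 4-methylumbelliferyl-alpha-D-galactopyranoside 1 mM final, citrate/phosphate pH 5.0 with 0.01% Tween-20. Compounds 40 min at 37C, NaOH/glycine stop; fluorescence Ex 365/Em 440, Hill-fit AC50.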
# GAA inhib = inhibitors of human lysosomal alpha-glucosidase. P10253. 200,000 tested, 0.005% active. AID 1466. Potency, µM (doses to about 76.9 µM), for the others: at the top dose activity change, negative = inhibition, usual class: inhibitors. purified human GAA, 4-MU-alpha-glucoside fluorescence;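 also: plate controls were uninhibited enzyme wells for no effect and no-enzyme background for full effect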
#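 Endpoint fluorogenic read: 20 min room-temperature reaction of 4 nM human alpha-glucosidase with 400 uM 4-methylumbelliferyl-alpha-D-pyranoside, pH 5.0, quenched with 1M NaOH/1M glycine pH 10. AC50 from Hill modeling.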
# NPSR antagonist = neuropeptide S receptor (human) antagonism, cAMP | Q6W5P4 | CHO-NPSR cells, cAMP TR-FRET, antagonist mode | Potency, µM (highest dose often 38.3 µM), for inactives: at the highest dose activity change, negative = inhibition, hits mostly inhibitors | 220,000 tested, 1% active; also: % is scaled to controls: 0 for no effect and ±100 for the full control effect; nearly all actives have a fitted effect of over 50% in size; many of its hits are not listed in these tables
# GAA glycogen = GAA glycogen-cleavage inhibition or activation | recombinant GAA, glycogen substrate, Amplex Red glucose oxidase fluorescence | Potency, µM (doses to about 76.4 µM), without a hit: top-dose activity change, negative = inhibition, usual class: inhibitors | 300,000 tested, 0.38% active;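 also: 0% = full enzyme reaction and -100% = no-enzyme basal signal; the screen sought inhibitors and activators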
#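 Recombinant enzyme (4 nM final) with compounds titrated up to 77 uM and bovine liver glycogen (30 ug) in citrate pH 5.0, 0.01% Tween-20, 37 C 40 min. Released glucose detected by Amplex Red/glucose oxidase (Ex 573/Em 610); AC50 from Hill fits.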
# Active calls of the source: *; ? = inconclusive; nt = no result given; & = joins results of further samples; [ ] = another dose, or the depositor's remark. Unless noted, calls follow the shape of the dose curve; as a rule, active = well fitted curve in the direction sought with a large enough effect; inconclusive = small, poorly fitted or top-dose-only effect, or another doubt; inactive = no such curve, though single readings can be large; an effect the other way counts as inactive or inconclusive. Potency is read from the fitted curve at half-maximal effect.
SMILES,ALDH1A1 inh,Epigenetic derep,GAA spleen mod,Tau fluor counter,GLA spleen mod,GAA inhib,NPSR antagonist,GAA glycogen
COc1cccc(/C(O)=C2\C(=O)C(=O)N(c3ccccn3)C2c2ccccc2OC)c1 (configuration not stated),0%,0.0%,0%,-4%,7%,?,-7%[46.1 µM],2%
CCn1c(=O)c2c(O)cc(=O)oc2c2ccccc21,-9%,-0.3%,-12%,5%,2%,10%,-11%[46.1 µM],-8%
Cc1oc2c(CN3CCOCC3)c(O)ccc2c(=O)c1-c1ccc(Br)cc1,?,-14%,-5%,2%,8%,-4%,-26%[46.1 µM],-3%
O=C(CNC(=O)c1cccs1)NCCN1CCN(c2ccccc2F)CC1,?,0.0%,-6%,-3%,2%,-5%,-11%[46.1 µM],-2%
Cc1ccc(S(=O)(=O)Nc2cccc(Oc3cnccn3)c2)cc1,7.9µM*,12%,-2%,-3%,-4%,11%,-16%,7%
NC(=O)CC[C@@H]1NC(=O)[C@H](CO)NC(=O)c2cc([N+](=O)[O-])cc(I)c2NCC[C@@H](C(N)=O)NC1=O,13µM*,1.7%,-1%,-12%,3%,-1%,22%,3%
O=C(Nc1cccc(S(=O)(=O)NC2=NCCC2)c1)C1CC(=O)N(c2ccc3c(c2)OCCO3)C1 (configuration not stated),-5%,-1.5%,9%,-3%,6%,-9%,11%,-5%
CC(C)n1c(NCc2c[nH]c3ccccc23)nc2ccccc21,-5%,0.0%,2%,-22%,1%,-11%,-7%[46.1 µM],5%
O=C1/C(=C\c2cccnc2)CCc2ccccc21,?,-2.1%,2%,-6%,0%,0%,-7%[46.1 µM],-2%
CCOC(=O)C1=C(C)C(c2ccccc2O)NC(=O)N1 (configuration not stated),-2%,2.6%,-1%,4%,-1%,6%,-9%[46.1 µM],-4%
CCS(=O)(=O)N1CCC(C(=O)NCCCN2CCC(Cc3ccccc3)CC2)CC1,4%,-0.8%,-2%,-17%,2%,-2%,-11%[46.1 µM],16%
Cc1cccc(/C=N/NC(=O)CNc2cccc3ccccc23)n1,-10%,-1.9%,-4%,?,2%,-4%,5%,9%
Cc1nn(CC(O)COc2ccc3c(c2)CCC3)c(C)c1C (configuration not stated),-5%,3.4%,-4%,-3%,2%,3%,-17%[46.1 µM],0%
CCCN1C(=O)C(Cc2nc3ccccc3c(=O)n2-c2ccccc2)c2ccccc21 (configuration not stated),8.9µM*,-1.1%,-8%,-2%,-5%,1%,-40%,7%
CC(=O)CCc1ccc(OCC(O)CNC2CCCc3ccccc32)cc1 (configuration not stated),?,0.0%,3%,-7%,6%,0%,18%,-6%
N#Cc1c(N)c(C(=O)c2ccccc2)n2c1CCCC2,-20%,0.9%,-1%,2%,1%,5%,-2%[46.1 µM],1%
Cc1cc(Cl)ccc1OCC(=O)NC1CCCC1,6%,-0.1%,-5%,-10%,-2%,-2%,-18%[46.1 µM],5%
Clc1ccc(-c2nc(-c3cc4cc(Cl)ccc4o3)cs2)cc1,nt,0.0%,6%,-11%,8%,nt,2%,-2%
COc1ccccc1NS(=O)(=O)c1cc(C(=O)NCc2ccco2)ccc1C,2%,-3.2%,-2%,-14%,5%,-5%,1%[46.1 µM],-4%
CCCCOc1ccc(N2CC(C(=O)NCCc3ccc(OC)c(OC)c3)CC2=O)cc1 (configuration not stated),6%,-1.0%,-1%,-8%,-17%,6%,3%,2%
Cc1ccccc1C(=O)NNC(=O)Cc1ccccc1,6%,1.4%,-6%,-5%,-3%,?,-1%[46.1 µM],4%
O=C(COc1cccnc1[N+](=O)[O-])NCc1ccco1,-1%,1.1%,3%,6%,9%,-10%,15%,2%
O=c1c2ccccc2nc(SCc2cn3ccsc3n2)n1-c1ccccc1F,?,2.4%,1%,2%,5%,-10%,?,-3%
CS(=O)(=O)N1CCC(C(=O)Nc2ccc3c(c2)OCCO3)CC1,8%,0.1%,-1%,-7%,4%,5%,-9%[46.1 µM],-4%
CC(=O)NC(=S)Nc1ccc(NC(=S)NC(=O)/C=C/c2ccco2)cc1,nt,11%,5%,?,-5%,nt,8%,2%
O=c1c2ccccc2nnn1Cc1ccccc1,-9%,-0.8%,3%,-9%,5%,1%[15.4 µM],-3%,4%
COCCn1nnnc1C(c1cc2cc(C)ccc2[nH]c1=O)N1CCN(C2CCCCC2)CC1 (configuration not stated),?,0.0%,8%,1%,8%,4%,0%[46.1 µM],-7%
NC(=O)c1ccc(Nc2nnc(-c3ccc(O)cc3)c3ccccc23)cc1,?,5.7%,0%,-15%,0%,0%,2%,17%
O=C(O)C1CCCNC1 (configuration not stated),7%&4%&10%,1.9%&1.1%&-0.1%,-8%&6%&-5%,-5%&4%&-4%,4%&13%&3%,1%[15.4 µM],0%,1%
O=C(c1ccc(S(=O)(=O)NCC2CCCO2)cc1)N1CCN(c2ccccc2F)CC1 (configuration not stated),2%,5.1%,0%,2%,4%,3%,-7%,5%
CCOCCCNC(=O)C(NC(=O)c1ccc2c(c1)OCO2)c1ccccc1 (configuration not stated),-4%,-0.1%,3%,-2%,5%,6%,7%,-7%
COc1cccc(C(=O)NC(=S)N2CCN(c3ccc(C(F)(F)F)cc3[N+](=O)[O-])CC2)c1,7%,0.0%,-5%,-8%,2%,-4%,-22%,1%
CCOC(=O)c1c(-c2ccc(-c3ccccc3)cc2)csc1NC(=O)C1C2CCC(O2)C1C(=O)O (configuration not stated),?,-1.1%,-4%,-10%,6%,-8%,?,-16%
Cc1c(C(c2cc3c(cc2Br)OCO3)c2c(C)n(C)n(-c3ccccc3)c2=O)c(=O)n(-c2ccccc2)n1C,7%,-1.8%,-4%,-9%,?,6%,-17%[46.1 µM],3%
COc1cc(C(=O)N/N=C(\Cc2ncc[nH]2)c2ccccc2)cc(OC)c1OC,3%,-1.3%,6%,-16%,7%,1%,27%,?
Cc1cc(C)cc(C(=O)NN2CCN(C)CC2)c1,1%,1.3%,5%,2%,7%,-3%,12%,-11%
C/C(=C\C(=O)O)CC(=O)O,9%,0.8%,-8%,0%,-4%,6%,3%[46.1 µM],9%
C#CCOCCOCCOCCNc1nc(N2CCN(C(=O)[C@H](Cc3ccc(O)cc3)n3cc(CCO)nn3)CC2)nc(N2CCN(C(=O)[C@H](Cc3ccc(O)cc3)n3cc(CCO)nn3)CC2)n1,-17%,-5.6%,2%,-1%,-4%,?,16%,4%
COC(=O)CNC(c1ccccc1)c1cc(Br)ccc1NC(=O)OCc1ccccc1 (configuration not stated),2%,-1.2%,-4%,-15%,-2%,-6%,-27%[46.1 µM],20%
CC(C)c1cc(C(N)=O)c(NC(=O)C2CCC2)s1,-35%,0.0%,-8%,-5%,-1%,-6%,-16%[46.1 µM],1%
CCOC(=O)c1c(NC(=O)C2COc3ccccc3O2)sc2c1CCN(Cc1ccccc1)C2 (configuration not stated),?,-0.9%,-6%,-12%,1%,2%,-24%,-4%
O=S(=O)(NCC1CCCO1)c1cc(Cl)ccc1Br (configuration not stated),-2%,-1.1%,5%,-3%,-4%,3%,-10%[46.1 µM],4%
CCN(C(=O)COC(=O)c1ccc(Cl)nc1)C1CCS(=O)(=O)C1 (configuration not stated),3%,0.4%,2%,-4%,-3%,3%,15%,1%
C[N+](C)(C)CCOc1ccc([N+](=O)[O-])cc1,0%,0.1%,5%,-3%,-10%,2%,14%,0%
COc1cc(SC)ccc1C(=O)Nc1ccccn1,nt,-1.0%,5%,0%,4%,nt,-15%,2%
CCc1ccccc1OCC(=O)OCC(=O)N1CC(=O)Nc2ccccc21,4%,-4.1%,-15%,-5%,2%,-14%,-5%,-1%
Cc1c(NC2=CC(=O)CCC2)c(=O)n(-c2ccccc2)n1C,-2%,1.1%,4%,-3%,2%,14%,8%,-3%
CN(Cc1ccccc1)C(=O)COC(=O)CCNC(=O)c1ccccc1Cl,-3%,2.8%,6%,0%,1%,-5%,11%,2%
CCN(CC)CCNC(=O)c1ccc(NC(=O)c2ccc(F)cc2F)cc1,-1%,-2.2%,nt,2%,12%,5%,2%,9%
Fc1ccc(CN2CCCN(Cc3nc(-c4ccc5c(c4)OCO5)no3)CC2)cc1,0%,0.0%,-7%,-14%,-4%,7%,0%,7%

# The list goes on.
SMILES,ALDH1A1 inh,Epigenetic derep,GAA spleen mod,Tau fluor counter,GLA spleen mod,GAA inhib,NPSR antagonist,GAA glycogen
COc1ccc2nc(NC(=O)Cc3ccc(OC)c(S(=O)(=O)N4CCOCC4)c3)sc2c1,-2%,5.7%,-6%,?,-2%,-8%,-20%[46.1 µM],15%
Cc1occc1-c1nnc(SCC(=O)N2CCCCC2)o1,-2%,-1.5%,9%,-1%,3%,-5%,1%,-5%
C/C(=C\c1ccc(C(=O)O)cc1)c1ccc2c(c1)C(C)(C)CCC2(C)C,-5%&8%&-2%,-1.2%&0.0%&0.0%&0.0%&-0.3%,10%&8%&5%&3%&9%,2%&-1%&3%&-8%&1%,11%&9%&-10%&-1%&-6%,nt,?,nt
Cc1c(Cl)cccc1NC(=O)Nc1ccn(C)n1,5%,-1.0%,-5%,-4%,1%,1%,3%,-5%
COc1cc2nc(CN3CCOCC3)n(CC(=O)N3CCCCCC3)c(=O)c2cc1OC,nt,-0.7%,1%,-8%,6%,nt,-21%,1%
COc1ccc(N2CCN(c3cc(C)c4ccccc4n3)CC2)cc1,?,-2.7%,-1%,-28%,14%,-3%,-27%,-15%
C#CCOC(=O)CCC(=O)NCCc1ccccc1,10µM*,-4.5%,-7%,2%,-10%,-2%,2%[46.1 µM],-1%

# Exported with values under each structure: entries from further up.
# Order of results: ALDH1A1 inh, Epigenetic derep, GAA spleen mod, Tau fluor counter, GLA spleen mod, GAA inhib, NPSR antagonist, GAA glycogen
Cc1c(Cl)cccc1NC(=O)Nc1ccn(C)n1
 : 5%, -1.0%, -5%, -4%, 1%, 1%, 3%, -5%
Cc1occc1-c1nnc(SCC(=O)N2CCCCC2)o1
 : -2%, -1.5%, 9%, -1%, 3%, -5%, 1%, -5%
C/C(=C\c1ccc(C(=O)O)cc1)c1ccc2c(c1)C(C)(C)CCC2(C)C
 : -5%&8%&-2%, -1.2%&0.0%&0.0%&0.0%&-0.3%, 10%&8%&5%&3%&9%, 2%&-1%&3%&-8%&1%, 11%&9%&-10%&-1%&-6%, nt, ?, nt

# High-throughput results: PubChem, National Center for Advancing Translational Sciences (NCATS)

# A portion of the library, so the mix of outcomes need not match the whole.
